# E-sel TNF inh = blocks E-selectin expression induced by TNF alpha; HUVEC TNFa-induced E-selectin immunofluorescence, high content; inhibition, % at 2 µM; 120,000 compounds, 0.71% hits;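 active = inhibition above the batch mean plus 3 SD, and confirmed as a hit on visual image review, cut at about 43% in these data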;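 note: 0% = TNF-stimulated DMSO wells and 100% = unstimulated control wells; not every result past the cut was called active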
# MRP1 act = MRP-1 activation. H69AR cells + doxorubicin, viability rescue, CellTiter-Glo. viability increase, % at 10 µM. 140,000 compounds, 0.61% hits;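 active = viability gain under doxorubicin at or above a set limit, the compound median plus 3 SD, cut at about 4.7% in these data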;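 note: MRP-1 overexpressing cells given doxorubicin 25 µM after compound pretreatment; 18-22 h compound pretreatment then 72 h with doxorubicin before readout; 0% = doxorubicin-only wells and 100% = vehicle-treated cells without doxorubicin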
# bCat KO growth = beta-catenin-lacking colon tumor cell growth suppression | HCT116 beta-catenin knockout viability, CellTiter-Glo, 60 h; hits give low values | viability, % at 10 µM | 140,000 compounds, 1.5% hits | AID 818;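 active = viability at or under a set limit, the compound median less 4 SD, cut at about 6% in these data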;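 note: 0% = Hyamine 1622 control at 20 µM and 100% = untreated cell control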
# NPY-Y2 antag = NPY-Y2 (human) receptor antagonism | AID 793 | P49146 | inhibition, % at 2.7 µM | NPY-Y2 expressing cells, antagonist mode | 140,000 compounds, 0.99% hits; in the data active = inhibition above about 17%;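 note: 0% = vehicle with agonist challenge and 100% = reference antagonist with challenge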
# Target sequence (P49146 whole entry, looked up): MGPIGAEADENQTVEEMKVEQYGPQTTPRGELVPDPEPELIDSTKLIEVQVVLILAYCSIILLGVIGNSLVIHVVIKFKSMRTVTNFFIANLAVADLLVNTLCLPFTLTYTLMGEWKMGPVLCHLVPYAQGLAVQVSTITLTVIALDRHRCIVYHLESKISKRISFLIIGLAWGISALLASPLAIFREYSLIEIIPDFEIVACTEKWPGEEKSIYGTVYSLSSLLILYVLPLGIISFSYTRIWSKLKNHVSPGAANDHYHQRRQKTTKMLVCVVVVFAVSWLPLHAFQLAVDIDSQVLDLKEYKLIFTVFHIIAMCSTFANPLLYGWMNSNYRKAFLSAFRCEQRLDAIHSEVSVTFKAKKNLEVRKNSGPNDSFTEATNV
# Phagocytosis inh = inhibitors of macrophage phagocytosis; J774A.1 macrophage IgG-bead phagocytosis, imaging; inhibition, % at 5 µM; 110,000 compounds, 0.07% hits;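 active = inhibition above the mean of the plate negative controls plus 5 SD, cut at about 13% in these data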;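 note: phagocytic index as fraction of beads internalized from green versus red external bead signal; plate controls were DMSO negative control for no effect and cytochalasin-D positive control for full effect; some results beyond the cut were filed as inactive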
# Yeast life ext = yeast lifespan extension | S. cerevisiae growth with nicotinamide, OD615; deaD strain in restrictive glucose medium | inhibition of the nicotinamide effect, % at 10 µM | 130,000 compounds, 0.68% hits;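 active = inhibition above a set limit, placed 3 SD over the median of all compounds, cut at about 26% in these data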;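 note: 0% = nicotinamide-treated wells and 100% = cells grown without nicotinamide; some compounds called inactive have numbers as strong as hits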
#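 Material: Modified budding yeast, DeaD strain | Medium: Restrictive glucose medium | Probe or stimulus: 1.5 mM nicotinamide | Dosing: Single dose 10 µM compound, 0.25% DMSO | Times: 48 h at 30 °C | Technique: OD615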
# BB579 growth dn = yeast BB579 growth reduction in restrictive medium; S. cerevisiae BB579 growth, OD615, 48 h; inhibition, % at 10 µM; AID 804; 140,000 compounds, 0.51% hits;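 active = inhibition above a set limit, 3 SD over the mean compound inhibition, cut at about 44% in these data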; note: inactives centre near -24
#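 controls = amphotericin B 10 µg/mL, positive | assay system = DeaD yeast strain BB579 | schedule = 48 h compound exposure at 30 °C after 4 h preincubation | detection = OD615 turbidity measurement | medium = restrictive CSMM-D medium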
# PTEN del growth = growth suppressors of cells with PTEN tumor suppressor deletion. HCT116 PTEN-null viability, CellTiter-Glo, 60 h; hits give low values. viability, % at 10 µM. 140,000 compounds, 1.2% hits;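 active = viability at or below a set limit, 4 SD under the median of all tested compounds, cut at about 3.7% in these data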;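 note: PTEN knockout HCT116 line with beta catenin targeted HCT116 as companion control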
# Measles CPE = protection of cells from measles virus; Measles virus-infected cells, CPE protection, absorbance; protection (pct of control), % at 4 µM; 140,000 compounds, 1.5% hits; AID 841; in the data active = protection mostly above about 24%, no sharp cut-off; inactive = mostly below about 26%; note: some compounds called inactive have numbers as strong as hits
# GALR2 antag = antagonists of human galanin receptor 2 (GALR2) | GALR2-expressing cells, antagonist mode | inhibition, % at 4 µM | 140,000 compounds, 0.39% hits | AID 828; in the data active = inhibition above about 27%;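 note: cells stimulated with galanin 1-16 at roughly its EC80; 0% = agonist challenge control and 100% = basal control without agonist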
# Target sequence (O43603 whole entry, looked up): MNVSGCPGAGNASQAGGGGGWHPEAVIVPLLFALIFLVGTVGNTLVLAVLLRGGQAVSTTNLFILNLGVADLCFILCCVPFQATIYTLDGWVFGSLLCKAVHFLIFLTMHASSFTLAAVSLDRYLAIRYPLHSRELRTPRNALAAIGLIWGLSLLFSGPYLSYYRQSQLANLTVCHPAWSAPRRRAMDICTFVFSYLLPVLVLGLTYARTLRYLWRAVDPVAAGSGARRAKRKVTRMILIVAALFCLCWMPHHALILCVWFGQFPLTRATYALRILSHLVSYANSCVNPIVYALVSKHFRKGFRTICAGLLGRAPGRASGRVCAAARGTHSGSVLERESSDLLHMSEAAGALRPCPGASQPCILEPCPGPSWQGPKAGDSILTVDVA
# * marks the source's active call; other numbers are inactive results; · = not tested or not shown.
# Screens in order – E-sel TNF inh	MRP1 act	bCat KO growth	NPY-Y2 antag	Phagocytosis inh	Yeast life ext	BB579 growth dn	PTEN del growth	Measles CPE	GALR2 antag
O=C(NCc1ccco1)c1cc(-c2ccccc2)c(N2CCOCC2)s1
→ ·	-3.2	79	1	-1	-8	-16	78	8	-6
C=CCn1c(SCC(=O)N2CCN(c3ccc(F)cc3)CC2)nnc1-c1ccco1
→ 22	-2.6	56	4	0	-7	-36	70	14	13
CCc1cc2c(NCCC(=O)O)nc(C)nc2s1
→ -7	-3.6	86	-1	1	-11	4	93	26	6
CCOC(=O)C1CCCN(C(=O)Cn2cnc3c2c(=O)n(C)c(=O)n3C)C1 (stereo not given)
→ 4	-3.0	99	1	-2	-1	-19	92	6	6
CCOC(=O)c1c(-c2ccccc2)csc1NC(=O)CCN1CCOCC1
→ ·	-3.4	85	5	·	-8	22	91	34	3
COc1ccc(-c2cc(-c3ccccc3)c(C#N)c(S(C)=O)n2)cc1 (stereo not given)
→ ·	-6.0	1.1*	-1	-1	-8	-5	1.3*	6	9
O=C(O)C1(NS(=O)(=O)c2ccc(F)c(Cl)c2)CCCCC1
→ -8	-1.0	100	-3	-1	-12	-28	99	0	-17
Cc1ccc(N/N=C/c2c(O)cc(C)oc2=O)cc1
→ -38	-2.7	96	-2	-1	-31	96*	98	18	-1
CCc1ccc(NC(=O)C(=O)NCCN2CCN(Cc3ccc([N+](=O)[O-])cc3)CC2)cc1
→ -12	-2.6	8	0	-7	-2	-54	17	6	-3
O=C(/C=C/c1ccccc1Cl)NCc1cccs1
→ 43	-0.5	87	3	-13	-7	2	86	6	-1
CN1CCN(C(=O)c2ccccc2NC(=O)Cc2ccccc2)CC1
→ -9	-1.2	98	-3	-1	-1	-16	108	2	5
CN(C)C(C)(C)C#CCCCCC#CC(C)(C)N(C)C
→ 14	-0.7	83	1	·	·	-24	96	10	0
O=S(=O)(Nc1ccc2c(c1)OCO2)c1cccs1
→ -7	-1.4	93	0	0	-7	-7	87	38	-1
CC(C)(C)N(NC(=O)Nc1ccc(F)cc1)C(=O)c1ccccc1
→ ·	0.1	96	3	-5	0	-3	89	14	-6
COc1cccc(-c2nn(-c3ccccc3)cc2C(=O)OCC(=O)Nc2ncc(Cl)cc2Cl)c1
→ -2	-0.1	91	-4	-5	1	-62	87	5	-3
CC(=O)C1=C(O)C(=O)N(CCc2c[nH]c3ccccc23)C1c1ccco1 (stereo not given)
→ 6	0.5	110	1	0	-2	-50	99	6	4
COc1cc(/C=N/NC(=O)CCn2c3ccccc3c3ccccc32)cc(OC)c1OC
→ -32	0.6	95	-2	·	6	-32	93	6	-6
CCOC(=O)c1[nH]n(-c2ccc(Cl)cc2)c(=O)c1C
→ -23	-0.1	98	3	-2	5	-36	95	23	13
c1cnc2ccc(C(c3nnnn3C3CCCC3)N3CCSCC3)cc2c1 (stereo not given)
→ -13	-3.6	88	5	·	·	-53	96	17	-5
COc1ccccc1-c1nc(C#N)c(N2CCN(c3ccccc3)CC2)o1
→ -8	-0.4	101	12	-1	-24	-14	96	5	9
CSc1ccccc1C(=O)NCCc1ccc(S(=O)(=O)N2CCCCC2)cc1
→ 11	-2.0	93	2	-1	-2	19	79	9	-2
N#Cc1cnn(Cc2ccccc2)c1N
→ 17	-1.4	96	1	-1	-6	-36	86	23	4
CCN1CCN(Cc2cc(=O)oc3cc(C)cc(C)c23)CC1
→ -18	-1.1	92	9	-1	2	-58	106	23	4
O=C(CSc1ncnc2c1cnn2-c1ccccc1Cl)N1CCN(C(=O)c2ccco2)CC1
→ -4	-5.0	77	1	-1	-8	-50	74	24	3
O=C(OC1CCOC1=O)c1cccc(S(=O)(=O)Nc2cccc(Cl)c2)c1 (stereo not given)
→ -10	-1.3	98	2	-11	1	-13	113	14	-3
O=c1c2ccccc2c(-c2ccccc2)nn1Cc1ccccc1
→ ·	1.2	93	3	2	-7	-50	81	22	-4
CCOCCCNC(=O)C1CCN(S(=O)(=O)c2ccc(C)cc2)CC1
→ 15	-0.3	89	0	·	·	-24	97	6	12
CN(C)C(=O)N1CCC(C(=O)NCc2ccc(F)cc2Cl)CC1
→ ·	0.0	93	3	0	-1	-14	94	7	7
COc1ccccc1C(=O)Nc1ccc(C)cc1C(=O)c1ccccc1
→ -1	0.0	88	12	-7	0	-30	86	22	-5
O=C(Cn1ncc2c(=O)oc3ccccc3c21)N1CCN(c2ccccn2)CC1
→ -80	-3.4	81	-1	0	-17	-17	92	36	7
COc1ccc(S(=O)(=O)Cc2ccccc2)cc1N
→ -18	-0.8	91	0	-1	-6	-7	93	6	6
COCCNC(=O)c1c(N)sc2c1CCCC2
→ -38	-3.7	101	-2	-1	-25	-3	97	3	1
CCOC(=O)c1cnc2c(-c3ccccc3)c(C)nn2c1N
→ 10	0.8	101	2	0	-15	-23	101	20	-8
COc1ccc2nc(SCC(=O)NN)cc(C)c2c1
→ -2	-1.9	91	3	0	-16	-14	104	7	0
COCCN(C(=O)Nc1ccccc1)c1ccccc1
→ -32	-1.1	108	5	3	-7	-9	108	3	2
COc1ccc(CCC(=O)N2CC(C)OC(C)C2)cc1 (stereo not given)
→ 7	-1.2	92	2	-2	-5	-11	94	35	-3
CCNc1nc(CN2CCCCC2)nc2scc(-c3ccccc3)c12
→ -1	-3.0	32	13	-3	3	-18	30	10	8
C=CCn1c(N)c(C(=O)Nc2ccc(C)cc2)sc1=S
→ -3	-0.1	103	2	0	-4	-94	101	4	-3
Cc1ccccc1OCC(O)Cn1c2ccccc2c2ccccc21 (stereo not given)
→ -7	-5.7	65	0	2	-13	-29	57	6	0
NCCCSC1=NCCCN1
→ ·	-0.6	93	1	0	-8	-12	98	4	10
NCCCCCc1nnc(SCc2ccccc2Cl)o1
→ 4	-3.2	77	5	4	-12	-30	83	3	-3
CCN(C(=O)c1ccnn1C)c1ccccc1
→ ·	0.4	97	6	-2	2	2	103	10	1
CCOc1cc(N(CC)CC)ccc1/C=C(/C#N)c1nc2ccccc2[nH]1
→ ·	-3.2	65	3	·	-12	-45	61	26	23
COc1ccccc1N1CCN(CC(=O)Nc2ccc(Cl)c(C(F)(F)F)c2)CC1
→ 3	-2.9	63	5	·	·	9	62	11	-4
Cc1cc(C)nc(N(C#N)CC(=O)N2CCC(C(N)=O)CC2)n1
→ -8	-1.2	93	1	·	-20	-1	100	32	4
Cc1ccc(C(C)n2cc(C(=O)NCc3cccnc3)nn2)cc1 (stereo not given)
→ 9	-1.3	100	8	-2	-15	0	102	40	-13
COc1ccccc1NC(=O)CNS(=O)(=O)c1ccccc1
→ 13	-3.4	93	5	0	-15	-1	95	2	2
O=c1c2ccccc2ncn1-c1ccc(Cl)c(Cl)c1
→ 2	-1.5	83	1	·	·	-46	89	4	-2
CCCCCC(=O)NC(NC(=S)Nc1ccc(S(N)(=O)=O)cc1)C(Cl)(Cl)Cl (stereo not given)
→ 16	-1.1	85	-1	·	-12	-18	88	6	-7
CCN(CC)S(=O)(=O)c1ccc(-c2nnc(SCC(=O)Nc3nnc(C)s3)n2CC)cc1
→ -5	0.5	93	0	·	8	-22	95	2	-1

# More results follow:
# Screens in order – E-sel TNF inh	MRP1 act	bCat KO growth	NPY-Y2 antag	Phagocytosis inh	Yeast life ext	BB579 growth dn	PTEN del growth	Measles CPE	GALR2 antag
Cc1ccc(OC(C)c2nnc(N)s2)cc1Cl (stereo not given)
→ -6	0.1	60	8	-1	-6	-46	74	2	-6
Clc1ccc(Cc2noc(CN3CCN(c4ccccc4)CC3)n2)c(Cl)c1
→ -3	-1.7	79	5	-1	-5	-11	82	6	-11
Cc1cc(C)c(S(=O)(=O)Nc2ccc3c4c(cccc24)CC3)c(C)c1
→ 15	-4.4	8	8	·	-16	-30	11	3	10
O=C1SCC(c2ccccc2)=NN1Cc1ccccc1
→ ·	-1.4	88	2	-5	-2	-34	78	13	-2
O=C1c2ccccc2C(=O)C12Cc1ccccc1N1CCN(c3ccccc3)CC12 (stereo not given)
→ 16	-1.4	84	1	1	1	-36	72	·	2
COc1ccc([N+](=O)[O-])cc1NC(=O)C(C)Sc1nc(-c2ccccc2)cs1 (stereo not given)
→ 2	0.7	82	6	-15	-1	-43	79	3	0
COC(=O)c1ccc(C2Nc3ccc(/C(C)=N/NC(=O)C(OC)c4ccccc4)cc3C3C=CCC32)cc1 (stereo not given)
→ -13	-1.7	89	5	·	-24	-45	95	21	-10
c1ccc2cc3[nH]c(CN4CCOCC4)nc3cc2c1
→ -11	-0.9	93	2	·	·	-22	92	3	-2
Cn1cc(C(=O)Nc2ccc3c(c2)CCC3)cn1
→ 3	3.0	100	11	0	-8	-10	96	1	-3
CCC(=O)N1CCc2cc(S(=O)(=O)Nc3ccc4c(c3)OCCO4)ccc21
→ -9	-1.6	81	2	·	-23	-13	73	4	11
O=C1N/C(=N\N=C\c2ccc3ncccc3c2)SC1Cc1ccc(SC(F)F)cc1 (stereo not given)
→ -8	-0.5	88	0	1	-5	-29	85	13	2
Cc1c(O)nc(SCC(=O)Nc2ccc3c4c(cccc24)CC3)n(-c2ccc(F)cc2)c1=O
→ ·	-0.4	95	3	-4	-2	-36	97	9	-2
COc1ccc(/C(C)=C(\C#N)C(=O)OC(C)C)cc1OC
→ -40	-1.6	96	2	·	·	-7	104	10	8
O=C(N/C(C(=O)N1CCOCC1)=C(\Sc1ncccn1)c1ccccc1)c1ccccc1
→ -16	-1.9	92	1	-1	2	-26	93	5	6
CS(=O)(=O)Nc1nnc(Cc2ccccc2)s1
→ -20	7.9*	96	10	·	-2	-16	99	10	5
COc1ncnc2c1oc1nc(C(C)C)c3c(c12)CC(C)(C)OC3
→ ·	-0.5	89	0	-1	-13	-17	91	7	3
CC(=O)Nc1nc(=S)n(-c2ccccc2)[nH]1
→ 29	-1.4	99	-2	0	-5	-33	100	·	1
CCn1nccc1C(=O)Nc1ccc(Cl)cn1
→ -13	1.3	90	4	0	-22	-19	74	9	-6
CCc1nnc(NC(=O)CCC(=O)O)s1
→ ·	0.7	94	1	0	-8	13	101	28	5
CCc1nnc(NC(=O)CSc2nnc(Cc3ccccc3)o2)s1
→ 34	-0.5	94	1	0	-8	-34	98	0	0
O=C(O)C1C2CCC(C2)C1C(=O)NCc1ccco1 (stereo not given)
→ -22	-0.7	104	2	·	-7	-39	101	12	-4
O=C(CCC(=O)N(Cc1ccco1)C(C(=O)NC1CCCC1)c1ccncc1)Nc1cccnc1 (stereo not given)
→ 0	-2.8	106	8	0	-14	-23	98	6	10
COc1ccc(NC(=O)CN2CCC(C(N)=O)(N3CCCCC3)CC2)cc1
→ ·	-2.4	101	-2	-1	1	-30	100	10	-9
Cc1cccc(Nc2nc(NC(C)C)nc(Oc3ccc(=O)n(C)n3)n2)c1
→ 10	-0.8	102	4	-3	-9	-9	88	4	10
O=C1OCC(CO)(CO)N=C1NNc1cc(Cl)ccc1Cl
→ -10	-2.4	97	-1	-1	-15	64*	98	16	24
